AddAB inh = growth inhibition of E. coli expressing H. pylori AddAB, primary screen, AddAB inhibitor project, absorbance | 330,000 compounds, 0.29% hits | AID 435030, 2010 | inhibition, % at 11.9 µM; in the data active = inhibition above about 12%;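 also: 0% = vehicle wells of infected cells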
CAL PDZ FP = CAL PDZ peptide-binding inhibitors, primary screen, biochemical, fluorescence polarization, Cer-tagged CAL PDZ, HTS. 330,000 compounds, 0.02% hits. inhibition, % at 20 µM. AID 504414, 2011. purified CAL PDZ, TMR-peptide fluorescence polarization, 1 h;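 active = highest replicate inhibition of at least 40%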;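 also: plate controls were DMSO neutral control wells for no effect and unlabeled competitor peptide control wells for full effect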
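System: purified tagged CAL PDZ domain construct (CerCALP). Schedule: 1 h incubation at room temperature before polarization reading. Medium: 25 mM sodium phosphate pH 7.4, 150 mM NaCl, TCEP, IgG, Thesit. Read-out: percent inhibition from loss of millipolarization. Measured by: FP readout, S and P plane fluorescence. Probe or stimulus: fluorescent TMR peptide probe.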
Ecoli viability = E. coli V3065 growth inhibition, primary screen, counter-screen for AddAB inhibitor project, absorbance, OD600; 330,000 compounds, 0.27% hits; 18 h; inhibition, % at 11.9 µM;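 active = inhibition above the campaign's mean inhibition across all tested compounds plus 3 SD, cut at about 9.9% in these data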;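 also: uninfected addAB+ strain grown without phage in ampicillin broth; 0% = DMSO wells and 100% = ciprofloxacin 0.95 µg/ml wells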
DAGLB inh = DAGLB lipase inhibitors, primary screen, biochemical, fluorescence, HTS. HEK293T DAGLB membrane lysate, EnzChek fluorogenic substrate. inhibition, % at 5.17 µM. 340,000 compounds, 0.059% hits. AID 504411, 2011; in the data active = inhibition above about 34%;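 also: 0% = enzyme with vehicle and 100% = wells lacking enzyme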
Target sequence (Q8NCG7 whole entry, looked up): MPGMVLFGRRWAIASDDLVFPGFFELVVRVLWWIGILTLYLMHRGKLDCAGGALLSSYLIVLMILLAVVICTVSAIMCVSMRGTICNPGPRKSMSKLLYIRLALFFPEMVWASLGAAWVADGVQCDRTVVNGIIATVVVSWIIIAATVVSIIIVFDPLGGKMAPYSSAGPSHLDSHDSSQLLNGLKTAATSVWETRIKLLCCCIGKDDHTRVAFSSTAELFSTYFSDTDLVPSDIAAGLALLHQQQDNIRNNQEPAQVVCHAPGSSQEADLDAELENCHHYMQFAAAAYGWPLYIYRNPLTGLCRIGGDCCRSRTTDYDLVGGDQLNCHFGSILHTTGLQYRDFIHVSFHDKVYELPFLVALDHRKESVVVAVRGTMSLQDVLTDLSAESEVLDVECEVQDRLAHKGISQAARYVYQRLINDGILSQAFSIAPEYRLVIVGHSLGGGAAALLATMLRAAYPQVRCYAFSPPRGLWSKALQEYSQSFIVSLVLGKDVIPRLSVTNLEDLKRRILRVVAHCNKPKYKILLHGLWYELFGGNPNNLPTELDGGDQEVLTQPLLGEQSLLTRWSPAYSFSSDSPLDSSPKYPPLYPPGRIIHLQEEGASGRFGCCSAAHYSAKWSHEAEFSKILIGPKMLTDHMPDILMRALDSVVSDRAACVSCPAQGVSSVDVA
PfHsp90 set2 = growth inhibition of PfHsp90-expressing yeast, primary screen, antimalarial PfHsp90 inhibitor project, S. cerevisiae, BacTiter-Glo luminescence, single point, set 2; AID 504621, 2011; BacTiter-Glo ATP, 48 h; yeast lacking PDR1 and PDR3 efflux regulators; 310,000 compounds, 0.32% hits; inhibition, % at 9.4 µM;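 active = every replicate shows inhibition above about 80%, whatever the replicate mean, limit read from the data; inconclusive = mean inhibition reaches the set limit but some replicate falls short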;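 also: 0% = DMSO neutral controls and 100% = 20 µM radicicol positive controls; yeast relying on Plasmodium falciparum Hsp90 in place of its own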
Wnt bcat act = Wnt/beta-catenin pathway activators, primary screen, cell-based, plate reader, single point. 300,000 compounds, 1.2% hits. Wnt/beta-catenin reporter cell assay, activator. activation, % at 9.35 µM; in the data active = activation above about 30%, passing the limit was not always enough; inconclusive = no clear call, values can overlap the other calls;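 also: 0% = neutral control wells and 100% = positive control wells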
Tat export inh = E. coli Tat export inhibitors, primary screen, MC4100, TorA-mCherry reporter, fluorescence, single point; inhibition, % at 10 µM; 340,000 compounds, 0.036% hits;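 active = mean replicate inhibition at least 50% and at least half of replicates individually reaching 50%; inconclusive = only one of the two criteria met; inactive = neither criterion met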;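 also: exported cargo escapes ClpAP degradation while cytoplasmic cargo is degraded and loses fluorescence; 0% = median of neutral control wells and 100% = median of NaSCN control wells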
Rtt109 Vps75 = inhibitors of C. albicans Rtt109/Vps75 HAT, primary screen, biochemical, ThioGlo CoA-SH fluorescence, plate reader; Histone acetyltransferase RTT109 (Candida albicans (strain SC5314 / ATCC MYA-2876)), …; purified Rtt109/Vps75, 4 h; inhibition, % at 34.9 µM; 330,000 compounds, 0.16% hits; AID 540336, 2011;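 active = inhibition of at least 50% in every replicate; inconclusive = best replicate reaches 50% inhibition but some replicates fall short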
Target sequence (Q5AAJ8 whole entry, looked up): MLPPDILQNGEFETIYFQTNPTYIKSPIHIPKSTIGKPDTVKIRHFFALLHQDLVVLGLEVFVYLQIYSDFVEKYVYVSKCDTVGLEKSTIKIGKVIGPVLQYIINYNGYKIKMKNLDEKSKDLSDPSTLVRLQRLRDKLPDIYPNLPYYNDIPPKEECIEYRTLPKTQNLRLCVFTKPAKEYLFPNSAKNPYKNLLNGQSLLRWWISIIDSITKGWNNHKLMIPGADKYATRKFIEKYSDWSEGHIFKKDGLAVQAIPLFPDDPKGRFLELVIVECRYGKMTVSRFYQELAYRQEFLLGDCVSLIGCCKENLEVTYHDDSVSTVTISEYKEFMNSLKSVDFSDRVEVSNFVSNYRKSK
PvdQ inh = P. aeruginosa PvdQ acylase inhibitors, primary screen, biochemical, fluorescence, plate reader and imaging, single point; PvdQ acylase [Pseudomonas aeruginosa LESB58]; purified PvdQ acylase; AID 488965, 2010; 340,000 compounds, 0.063% hits; inhibition, % at 10 µM; in the data active = inhibition above about 30%, passing the limit was not always enough; inconclusive = no clear call, values can overlap the other calls;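 also: 0% = vehicle neutral wells and 100% = reference inhibitor wells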
phage Ecoli inh = growth loss of phage-infected E. coli, primary screen, RecBCD inhibitor project, absorbance, with phage, HTS | inhibition, % at 11.9 µM | 360,000 compounds, 0.26% hits; in the data active = inhibition above about 11%
* hit, by the source's call; ? = inconclusive; nt = not tested or not shown.

SMILES	AddAB inh	CAL PDZ FP	Ecoli viability	DAGLB inh	PfHsp90 set2	Wnt bcat act	Tat export inh	Rtt109 Vps75	PvdQ inh	phage Ecoli inh
Brc1ccc(-c2cn3c(n2)CCc2ccc4cccnc4c2-3)cc1	-1.7	-0.8	-3.9	-5	13	nt	-1	-5	-17	1.7
CCC(=O)N(Cc1cc2cc(C)c(C)cc2[nH]c1=O)C1CCCCC1	4.0	-1.3	2.5	1	8	-1	8	-4	-6	0.1
CC(=O)NC(NC(=S)Nc1ccc(N=Nc2ccccc2)cc1)C(Cl)(Cl)Cl (stereo unspecified)	2.0	-1.4	0.1	19	nt	47*	2	-7	7	3.9
CCOC(=O)CC(=O)Nc1ccccc1C(=O)O	-0.6	-1.2	-1.6	-4	22	nt	?	2	14	-0.2
CCOc1ccc2nc(SCC(=O)Nc3cc4c(cc3C(C)=O)OCO4)[nH]c2c1	3.8	nt	0.7	-2	1	nt	2	-3	-6	1.8
C=CCn1c(=O)[nH]c2cc(C(=O)N3CCN(c4cc(C)ccc4C)CC3)ccc2c1=O	0.3	-0.6	-1.4	4	nt	-14	-7	-3	3	0.2
COc1ccc(S(=O)(=O)N2CCCCCC2)cc1C(=O)N1CCN(c2ccccc2O)CC1	0.7	0.9	-0.7	0	14	-3	5	-1	-13	2.2
COc1cc(C(=O)N/N=C/c2cccc(Oc3ccccc3)c2)ccc1O	nt	-3.1	nt	-4	5	-3	9	17	-3	2.0
Cc1ccc(C(=O)NC(=S)NNC(=O)COc2ccccc2C)cc1	-7.4	-0.8	-5.1	0	nt	-1	1	9	-8	-5.5
CC(=O)Nc1ccc2nc(-c3ccc(Br)o3)[nH]c2c1	4.1	-0.4	1.9	0	9	-1	-3	-19	23	2.6
CCCCC(=O)Nc1nc(-c2ccc(S(=O)(=O)N3CCOCC3)cc2)cs1	-0.1	-5.5	0.2	-1	-12	0	-5	-2	-20	2.1
C/C=C\C=C\C(=O)Nc1cccc(C2=NOC3(C2)C[C@@H](C(N)=O)N(C(=O)C(c2ccccc2)c2ccccc2)C3)c1 (stereo partly specified)	1.1	-2.7	-2.2	-1	-8	-6	-1	3	-13	2.3
O=C(Cn1cccc1C(=O)c1ccccc1)NCc1ccccn1	1.1	-1.0	2.0	0	17	nt	-8	4	-13	2.3
O=[N+]([O-])c1ccc(O)c(/C=N/Nc2ccc(Cl)nn2)c1	-2.6	-3.5	-1.9	14	13	nt	2	26	11	-2.1
COc1ccc(C(=O)NC(=S)N2CCN(c3ccccc3O)CC2)cc1	-0.5	0.1	-0.3	1	-16	11	-2	11	9	-0.3
O=C(Nc1ccc(N2CCOCC2)cc1)c1cccc(-n2cnnc2)c1	2.2	-1.7	1.3	1	12	-1	9	-4	-4	2.4
C/C(N)=C(/C#N)C(=O)COC(=O)[C@@H](NC(=O)c1ccccc1Cl)C(C)C	2.5	-1.5	0.8	0	-24	-1	-1	-19	9	4.0
Nc1ccccc1N=Nc1ccccc1N	3.4	1.6	-2.3	28	-13	?	0	4	-1	3.2
CN1/C(=C/C2CC(=O)N(c3ccc([N+](=O)[O-])cc3)C2=O)C(C)(C)c2ccccc21 (stereo unspecified)	-0.2	-0.4	-3.2	-1	-2	-4	10	-3	0	2.8
O=S(=O)(c1cccs1)N1CCN(c2ccccc2)CC1	5.1	-0.7	-0.4	1	8	-1	-1	8	1	0.5
CCN(CC(=O)NCc1ccc(Cl)cc1)CC(=O)NC1(C#N)CCCC1	5.0	-0.8	1.3	0	-1	-2	-17	-3	-4	-0.8
O=C(COC(=O)c1cc(Cl)ccc1O)NC(=O)NCc1ccccc1	2.7	-1.9	-0.3	-1	-8	2	-4	5	-1	2.4
CC(C)[C@H](NS(=O)(=O)c1ccccc1)C(=O)OCC(=O)NC(=O)NC1CCCCC1	0.5	0.4	-1.2	1	-3	-2	6	4	-11	0.7
COc1ccccc1N1CC(C(=O)OCC(=O)c2ccc(F)cc2)CC1=O (stereo unspecified)	0.9	-0.8	-1.2	0	10	-5	7	0	-6	1.5
CCOC(=O)c1c(C)[nH]c(C(C)=O)c1C	0.0	-3.0	-3.3	-3	-11	-2	12	-6	-3	2.5
CCCCn1c(CCl)nc2cc(S(=O)(=O)N3CCOCC3)ccc21	0.3	-0.4	2.1	-4	-5	2	-1	6	2	0.9
COc1cccc(NC(=O)CCc2nnc3ccc(N4CCN(c5cccc(OC)c5)CC4)nn23)c1	2.8	-0.4	-2.1	2	10	nt	-1	-6	-5	nt
Cc1ccc(-c2cc(C(=O)Nc3c(C)n(C)n(-c4ccccc4)c3=O)no2)cc1	2.8	-0.1	-1.9	-3	nt	-3	-2	-5	-6	2.9
O=C(c1ccco1)N1CCN(c2ccc(N3CCCCC3)nn2)CC1	0.5	-4.5	-0.9	-1	7	31*	-2	1	-14	2.6
COc1ccc(OCCn2cc(/C=C(\C#N)C(=O)NCc3ccco3)c3ccccc32)cc1	2.4	1.5	-1.0	-3	-2	-2	-3	7	3	4.8
O=C(COC(=O)CSCc1ccccc1)NCc1ccccc1	4.9	nt	2.2	-1	9	-1	4	-9	-9	2.9
O=C(O)CCCN1C(=O)/C(=C\c2ccccc2OCc2ccccc2)SC1=S	2.9	-4.3	1.3	12	12	2	9	2	-4	-1.9
CCC1(C)Cc2c(c(=O)n(-c3ccccc3)c3ncnc(N)c23)CO1 (stereo unspecified)	3.5	0.1	1.4	-1	-5	nt	6	-8	3	3.0
O=C1OCCN1C(=O)[C@H]1[C@H](c2ccccc2)C(c2cccc(Cl)c2)=NN1c1ccccc1	-0.7	-0.1	2.1	-1	-33	nt	0	-3	-18	nt
O=C(CCNS(=O)(=O)c1ccc(Br)cc1)NCCCSc1ccccc1	-0.6	0.2	-3.8	-10	-16	10	6	4	3	2.1
Cc1c(NC(=O)c2ccc(Cl)c(S(=O)(=O)N3CCCCC3)c2)c(=O)n(-c2ccccc2)n1C	-1.1	-1.2	-0.2	2	-4	-1	-4	-6	-10	0.3
COc1ccc(CCNC(=O)CSc2nc3ccccc3o2)cc1	0.5	-0.5	4.0	-3	1	nt	1	0	-17	4.5
CC1CCN(S(=O)(=O)c2ccc(NC(=O)CN3CCOCC3)cc2)CC1	-0.4	-0.3	-0.2	-1	nt	nt	-1	8	-13	2.3
O=C(CSc1nc2ccccc2c(=O)n1CC1CCCO1)N1CCN(c2ccccc2)CC1 (stereo unspecified)	-1.6	-1.9	-0.8	3	16	nt	-1	-5	-10	1.6
CCCCCCn1c(CN2CCC(C)CC2)nc2c1c(=O)n(C)c(=O)n2C	2.1	-2.8	0.6	-1	2	-3	-4	4	-17	0.5
CCC(=O)N1CCN(c2cc(N3CCN(C)CC3)c(F)cc2[N+](=O)[O-])CC1	-0.7	0.3	-3.3	1	24	-4	-3	1	-2	2.2
COC(=O)Cc1c(O)ccn(CCc2ccc(S(N)(=O)=O)cc2)c1=O	-0.4	0.1	0.0	0	-18	-2	-1	1	2	1.7
COc1ccc(Nc2ncnc3sccc23)cc1OC	0.2	-0.7	0.9	1	1	-3	3	8	-13	3.0
S=c1[nH]nc(CCc2ccccc2)n1-c1ccc(Cl)cc1	0.0	-0.3	1.6	7	-15	1	4	1	-3	2.2
O=C(Nc1ccccc1)c1cc2ccccc2c(=O)s1	1.4	-3.1	0.7	-2	21	nt	-3	0	8	3.5
O=C(O)CC(NC(=O)C12CC3CC(CC(C3)C1)C2)c1ccc(F)cc1 (stereo unspecified)	2.7	-1.2	2.0	1	-30	-1	1	-1	-17	4.2
COc1ccccc1CN1CC(C(=O)N2CCOCC2)CCC1=O (stereo unspecified)	3.4	-2.1	-0.9	3	16	0	0	-2	-1	3.1
CN=C1SC(CC(=O)Nc2ccccc2F)C(=O)N1/N=C/c1ccc(O)c(OC)c1 (stereo unspecified)	1.9	-4.8	-0.9	-4	-18	0	-2	-1	-12	-0.9
O=C1CC(SCCc2nc3ccccc3[nH]2)C(=O)N1c1ccc(Cl)cc1 (stereo unspecified)	-1.0	-0.6	2.2	2	19	nt	-7	5	-4	0.9
CC(=O)C1C(c2ccc(O)cc2)NC(=O)NC1(O)C(F)(F)F (stereo unspecified)	-1.2	-0.6	0.9	-2	-26	3	-5	6	-14	0.5
COc1cc(F)cc(-c2ccc3c(c2)c(-c2cccs2)c(-c2cc(OC)cc(OC)c2)n3C)c1	0.5	1.3	0.4	-2	-9	-14	4	-2	-12	3.0
CCCc1[nH]n(-c2nc3ccccc3s2)c(=O)c1C=NCCCOC	-1.2	-2.8	0.1	-2	3	10	2	1	-13	0.9
COc1ccc(N2CCN(C(=O)CN3c4cccc5cccc(c45)S3(=O)=O)CC2)cc1	-0.8	-0.4	-0.6	3	10	-1	5	-4	-9	2.3
CSc1nc2ccccc2n1CC(=O)Nc1ccc(C)c(C)c1	3.4	-0.4	1.0	0	22	0	-1	-8	-17	6.8
CCOC(=O)N1CCN(Cc2nc(-c3ccccc3)no2)CC1	-0.9	-0.5	1.4	-3	5	8	-6	-9	5	3.0
O=C1/C(=C\c2cccs2)Sc2ccc3ccccc3c21	-1.1	-0.3	-1.2	-2	1	?	-3	14	-11	3.9
COc1ccc(N(CC(=O)NC(C)C)S(=O)(=O)c2ccc(NC(C)=O)cc2)cc1	2.6	-2.5	-0.9	3	-11	-4	2	1	6	4.2
COCCSc1ccccc1C(=O)NCc1ccco1	0.4	-2.1	0.1	-1	-1	3	7	16	-9	1.0
CCN(CC)S(=O)(=O)c1ccc(C(=O)OCC(=O)Nc2ccc(-c3nc4ccc(C)cc4s3)cc2)cc1	2.7	-0.6	0.5	0	-3	-4	10	-1	-4	3.2
Cc1ccc(C(=O)COC(=O)c2nc(Cl)ccc2Cl)cc1	2.6	-1.0	-1.4	-8	13	1	-9	4	-6	2.7

(next part)
SMILES	AddAB inh	CAL PDZ FP	Ecoli viability	DAGLB inh	PfHsp90 set2	Wnt bcat act	Tat export inh	Rtt109 Vps75	PvdQ inh	phage Ecoli inh
Cc1cc(C)cc(N(CC(=O)NCc2ccco2)C(=O)CCC(=O)Nc2ccccn2)c1	nt	-0.8	nt	-3	8	1	3	2	8	2.0
O=C(Nc1ccc2c(c1)OCO2)c1cccs1	-0.9	-1.6	-0.2	-1	21	nt	-6	-16	-14	1.5
CCNC(=O)/C(C#N)=C/c1c(N(Cc2ccccc2)Cc2ccccc2)nc2ccccn2c1=O	2.0	-1.6	-2.9	2	-3	-5	21	-1	11	2.1
COc1ccc(NC(=O)NCc2ccncc2)c(OC)c1	3.7	0.0	0.1	0	nt	nt	-3	-9	-15	-1.2

Rows are unselected. Share with any hit: about 1.9%.
